Screening data: PubChem BioAssay, NCI
Growth percent in the NCI-60 one-dose screen (48 h, 10 µM unless noted): 100 = growth as untreated, 0 = no growth, -100 = all killed.
M14: M14 melanoma | 80,000 tested, 6.2% active | AID 1794745
RPMI-8226: RPMI-8226 leukemia cells; 77,000 tested, 7.5% active; AID 1794781
HOP-92: HOP-92 NSCLC cells; 71,000 tested, 6.3% active; AID 1794738
EKVX: EKVX NSCLC | AID 1794765 | 71,000 tested, 3% active
CCRF-CEM: CCRF-CEM leukemia; 77,000 tested, 7% active
MDA-MB-435: MDA-MB-435 melanoma | 82,000 tested, 7.8% active
A549/ATCC: A549/ATCC NSCLC; 81,000 tested, 3.7% active; AID 1794740
HOP-62: HOP-62 NSCLC; AID 1794735; 80,000 tested, 3.9% active
Numbers without * were called inactive. How the source made its calls: active means growth percent below 10; inactive means the rest.

For CCOC(=O)c1nocc1CCCOc1ccc(C(=O)NCc2cccc(C(F)(F)F)c2)cc1C the results were M14 72, RPMI-8226 96, HOP-92 97, EKVX 101, CCRF-CEM 84, MDA-MB-435 101 and A549/ATCC 108.
For Cc1nnc(NC(=O)Nc2ccc(S(N)(=O)=O)cc2)s1 the results were M14 104, RPMI-8226 109, HOP-92 107, EKVX 93, CCRF-CEM 108, MDA-MB-435 102, A549/ATCC 108 and HOP-62 110.
`COc1cc(/C(=C2/O[C@@H]([C@H](O)CO)[C@H]3OC(C)(C)O[C@@H]23)c2ccc3ccccc3c2)cc(OC)c1OC` gave M14 89, RPMI-8226 70, EKVX 95, CCRF-CEM 97, MDA-MB-435 44, A549/ATCC 107 and HOP-62 83.
For Cc1ccc(S(=O)(=O)Oc2ccc3ccccc3c2)cc1 the results were M14 92, RPMI-8226 97, HOP-92 75, EKVX 98, CCRF-CEM 90, MDA-MB-435 55, A549/ATCC 94 and HOP-62 95.
Screening CCOC(=O)C(O)C(O)C(=O)OCC (stereo not drawn) returned M14 104, RPMI-8226 110, HOP-92 94, EKVX 111, CCRF-CEM 107, MDA-MB-435 108 and A549/ATCC 104.
Screening O=C1NC(=O)C2(CCCc3c([N+](=O)[O-])cccc32)N1 (stereo not drawn) returned M14 105, RPMI-8226 102, CCRF-CEM 98, MDA-MB-435 113, A549/ATCC 101 and HOP-62 100.
`COc1ccc(Cl)cc1NC(=O)c1cc2c([nH]1)-c1nc(NC(=O)C(C)C)sc1CC2` gave M14 101, RPMI-8226 94, HOP-92 90, EKVX 82, CCRF-CEM 93, MDA-MB-435 114, A549/ATCC 91 and HOP-62 75.
Screening CC12CCC(C(S(=O)(=O)Nc3ccccc3)C1=O)C2(C)C (stereo not drawn) returned M14 96, RPMI-8226 97, HOP-92 111, EKVX 112, CCRF-CEM 111 and MDA-MB-435 105.
For N[C@@H](Cc1ccccc1)[C@@H](O)C(=O)O the results were RPMI-8226 104, HOP-92 105, EKVX 103, CCRF-CEM 102, MDA-MB-435 106, A549/ATCC 101 and HOP-62 109.
`CCOC(=O)C1OC(Oc2ccc3c(C)cc(=O)oc3c2)[C@@H](OC(C)=O)C(OC(C)=O)C1OC(C)=O` (stereo partly drawn) gave M14 92, RPMI-8226 98, HOP-92 103, EKVX 88, CCRF-CEM 92, MDA-MB-435 102, A549/ATCC 96 and HOP-62 97.
Screening CCN(CC)Cc1cccc(C(=O)OC)c1 returned M14 92, RPMI-8226 92, HOP-92 88, EKVX 96, CCRF-CEM 76, MDA-MB-435 101, A549/ATCC 69 and HOP-62 85.
Screening CN(C)c1nc(NCCNS(=O)(=O)c2ccc(C3=Nc4c(N)nc(N)nc4NC(c4ccccc4)C3)cc2)nc(Nc2ccc(F)cc2)n1 (stereo not drawn) returned M14 49, RPMI-8226 4.9*, EKVX 51, CCRF-CEM 22, MDA-MB-435 42, A549/ATCC 56 and HOP-62 81.
Cc1ccc(C)c(OCCCC(C)(C)C(=O)O)c1 was read as M14 99, RPMI-8226 102, HOP-92 104, EKVX 116, CCRF-CEM 100, MDA-MB-435 106 and HOP-62 98.
Screening O=C(CCn1cnc2c(cc(-c3ccccc3)n2-c2ccccc2)c1=O)Nc1ccc(F)cc1 returned M14 73, RPMI-8226 79, HOP-92 34, EKVX 81, MDA-MB-435 85, A549/ATCC 71 and HOP-62 13.
`O=C(OCc1ccc2cccc(O)c2n1)N1CCN(C(=O)c2cc3ccccc3[nH]2)CC1` gave M14 93, RPMI-8226 98, HOP-92 81, EKVX 91, CCRF-CEM 96, MDA-MB-435 100, A549/ATCC 99 and HOP-62 89.
`Cn1c(-c2ccccc2)c(C(C[N+](=O)[O-])c2ccccc2F)c2ccccc21` (stereo not drawn) gave M14 85, RPMI-8226 73, HOP-92 65, EKVX 86, CCRF-CEM 74, MDA-MB-435 52, A549/ATCC 71 and HOP-62 92.
CC(=O)CC(C)(C)NC(=S)Nc1ccc(O)cc1 was read as M14 94, RPMI-8226 106, HOP-92 108, EKVX 84, CCRF-CEM 105, MDA-MB-435 95, A549/ATCC 95 and HOP-62 90.
CCOC(=O)/C=C(\C)C(F)(F)F was read as M14 115, RPMI-8226 111, HOP-92 127, EKVX 117, CCRF-CEM 103, MDA-MB-435 104, A549/ATCC 107 and HOP-62 102.
Screening CCOC(=O)C1O[N+]([O-])=C(c2ccc(OC)cc2)C1c1ccc(Cl)cc1 (stereo not drawn) returned M14 102, RPMI-8226 115, HOP-92 92, EKVX 97, CCRF-CEM 107, MDA-MB-435 102, A549/ATCC 101 and HOP-62 96.
For COc1cc(OC)cc(C2C(C#N)=C(N)Oc3c2ccc2ccc(O)cc32)c1 (stereo not drawn) the results were M14 5.6*, RPMI-8226 8.8*, HOP-92 13, EKVX 33, CCRF-CEM 7.4*, MDA-MB-435 5.0*, A549/ATCC 6.4* and HOP-62 23.
For O=C1CCC(=O)N1C(=O)c1ccc(Cl)cc1 the results were M14 104, RPMI-8226 100, HOP-92 99, EKVX 106, CCRF-CEM 104, MDA-MB-435 107, A549/ATCC 95 and HOP-62 92.
Screening O=C(N/N=C/c1ccco1)C(=O)Nc1ccc(Cl)c([N+](=O)[O-])c1 returned M14 97, RPMI-8226 95, HOP-92 90, CCRF-CEM 94, MDA-MB-435 115, A549/ATCC 100 and HOP-62 100.
Screening OCC(Cl)(Cl)C(Cl)(Cl)CO returned M14 102, HOP-92 101, CCRF-CEM 102, MDA-MB-435 107, A549/ATCC 103 and HOP-62 103.
`CCOc1ccc(-c2nc3ccc(-c4nc5ccc(N6CCN(C)CC6)cc5[nH]4)cc3[nH]2)cc1OCC` gave M14 10, RPMI-8226 46, HOP-92 49, EKVX 50, CCRF-CEM 11, MDA-MB-435 -2.5*, A549/ATCC 79 and HOP-62 17.
CCN(CC)CCO/N=C1\CC(c2ccc(OC)c(OC)c2)Oc2ccccc21 (stereo not drawn) was read as M14 100, RPMI-8226 88, HOP-92 80, EKVX 96, CCRF-CEM 93, MDA-MB-435 100, A549/ATCC 97 and HOP-62 104.
Cc1nc(Nc2ccc(OCc3c(-c4ccccc4)no[n+]3[O-])cc2)c2cnn(-c3ccc(Br)cc3)c2n1 was read as M14 94, RPMI-8226 115, HOP-92 111, EKVX 91, CCRF-CEM 104, MDA-MB-435 94, A549/ATCC 95 and HOP-62 110.
For COc1ccc(NC(=O)CN2CCN(c3cc(=O)n(-c4ccccc4)c4ccccc34)CC2)cc1 the results were M14 107, RPMI-8226 95, EKVX 84, CCRF-CEM 102, MDA-MB-435 105, A549/ATCC 93 and HOP-62 93.
Screening COc1cccc(/C=C(\C#N)c2nc(N)nc(Nc3ccc(S(N)(=O)=O)cc3)n2)c1 returned M14 102, RPMI-8226 100, HOP-92 102, EKVX 99, CCRF-CEM 107, MDA-MB-435 105, A549/ATCC 101 and HOP-62 100.
Screening COc1ccc(N)cc1C(=O)Nc1cccc(-c2cc(=O)c3c(OC)c(OC)c(OC)cc3o2)c1 returned RPMI-8226 35, HOP-92 8.8*, EKVX 85, CCRF-CEM 34, MDA-MB-435 77, A549/ATCC 69 and HOP-62 70.
Screening CCCCCNC(=O)C(O)C(O)C(=O)NCCCCC (stereo not drawn) returned M14 99, RPMI-8226 107, HOP-92 96, EKVX 100, MDA-MB-435 106, A549/ATCC 97 and HOP-62 94.
Screening O=C(CSc1n[nH]c(-c2ccncc2)n1)c1ccc(Cl)cc1 returned M14 100, RPMI-8226 88, HOP-92 90, EKVX 98, CCRF-CEM 99, MDA-MB-435 101, A549/ATCC 105 and HOP-62 100.
Screening O=S1(=O)CC(Cl)C1 returned M14 103, RPMI-8226 100, CCRF-CEM 94, MDA-MB-435 101, A549/ATCC 91 and HOP-62 102.
COc1nc2c(c(=O)n1C)CN(c1ccccc1)C=N2 was read as M14 105, RPMI-8226 66, HOP-92 83, EKVX 120, CCRF-CEM 88, MDA-MB-435 131, A549/ATCC 93 and HOP-62 106.
For O=C(NNc1nccc(Nc2ccc(S(=O)(=O)Nc3ccncc3)cc2)n1)c1ccccc1 the results were M14 92, RPMI-8226 96, HOP-92 103, EKVX 104, CCRF-CEM 111, MDA-MB-435 105, A549/ATCC 97 and HOP-62 89.
`N#CCCNCc1ccccc1` gave M14 111, RPMI-8226 95, EKVX 96, CCRF-CEM 94, MDA-MB-435 106, A549/ATCC 104 and HOP-62 103.
For Cc1ccc(CSc2ncnc3nc[nH]c23)cc1 the results were M14 110, RPMI-8226 102, EKVX 106, CCRF-CEM 109, MDA-MB-435 101, A549/ATCC 108 and HOP-62 104.
CC(=O)Nc1ccc(/C=N/O)cc1 was read as M14 100, RPMI-8226 99, HOP-92 90, CCRF-CEM 102, MDA-MB-435 102 and A549/ATCC 94.
Screening NCCOc1ncccc1/C=C1\c2ccccc2-c2ccc(C(F)F)cc21 returned M14 65, HOP-92 50, EKVX 80, CCRF-CEM 6.3*, MDA-MB-435 82, A549/ATCC 21 and HOP-62 40.
Cn1c2c(c3ccc(Cl)c(Cl)c31)C(C#N)C1(CCN(C(=O)OC(C)(C)C)CC1)NC2=O (stereo not drawn) was read as M14 96, RPMI-8226 92, HOP-92 79, EKVX 122, CCRF-CEM 101, MDA-MB-435 136, A549/ATCC 80 and HOP-62 89.
Screening COc1ccc(-c2nn(-c3ccccc3)cc2/C=C2\SC(=S)N(CCc3ccccc3)C2=O)cc1 returned M14 101, RPMI-8226 97, HOP-92 18, EKVX 88, CCRF-CEM 102, MDA-MB-435 98, A549/ATCC 91 and HOP-62 98.
For O=C(Cc1ccccc1Nc1c(Cl)cccc1Cl)NN1C(=O)/C(=C/c2ccc(Br)cc2)SC1=S the results were M14 103, RPMI-8226 106, HOP-92 103, EKVX 98, CCRF-CEM 107, MDA-MB-435 107, A549/ATCC 99 and HOP-62 104.
`COc1ccc2cc([C@H](C)C(=O)NCc3ccccc3)ccc2c1` gave M14 38, RPMI-8226 25, HOP-92 104, EKVX 43, CCRF-CEM 31, MDA-MB-435 -13*, A549/ATCC 60 and HOP-62 42.
Screening NC1=C(O)C(=O)C(c2ccc3c(c2)CCC3)O1 (stereo not drawn) returned M14 101, RPMI-8226 104, HOP-92 108, EKVX 98, CCRF-CEM 99, MDA-MB-435 100, A549/ATCC 108 and HOP-62 99.
For COc1cc(-c2nc3c(c(C)nn3-c3ccc(F)cc3)c(=O)[nH]2)cc(OC)c1OC the results were M14 115, RPMI-8226 110, HOP-92 102, EKVX 105, CCRF-CEM 106, MDA-MB-435 105, A549/ATCC 102 and HOP-62 106.
`COc1ccc(-n2/c(=N/C(=S)N(C)C)ss/c2=N\C(=S)N(C)C)cc1` gave M14 101, RPMI-8226 97, HOP-92 96, EKVX 104, CCRF-CEM 98, MDA-MB-435 105, A549/ATCC 97 and HOP-62 96.
Screening CN(C)CCn1c2ccc(Br)cc2c2nc3ccccc3nc21 returned M14 30, RPMI-8226 9.2*, HOP-92 50, EKVX 42, CCRF-CEM 28, MDA-MB-435 42, A549/ATCC 17 and HOP-62 25.
`O=CC(OC(=O)c1ccccc1)C(OC(=O)c1ccccc1)C(COC(c1ccccc1)(c1ccccc1)c1ccccc1)OC(=O)c1ccccc1` (stereo not drawn) gave M14 53, HOP-92 -55*, EKVX 89, CCRF-CEM -19*, MDA-MB-435 46, A549/ATCC 97 and HOP-62 100.
For CC/C(N)=C\C(=O)c1ccccc1 the results were M14 104, RPMI-8226 110, HOP-92 90, EKVX 106, CCRF-CEM 109, MDA-MB-435 106, A549/ATCC 104 and HOP-62 112.
Screening N#Cc1nc(-c2cc3cccc(Br)c3oc2=O)oc1NCCO returned M14 101, RPMI-8226 99, EKVX 100, CCRF-CEM 90, MDA-MB-435 108, A549/ATCC 98 and HOP-62 105.
O=C(Nc1ccc(O)cc1)c1ccccc1O was read as M14 100, RPMI-8226 98, HOP-92 85, EKVX 97, CCRF-CEM 93, MDA-MB-435 95, A549/ATCC 98 and HOP-62 105.
Screening CC(CO)(CO)C(=O)O returned M14 103, RPMI-8226 97, HOP-92 86, CCRF-CEM 93, MDA-MB-435 105, A549/ATCC 102 and HOP-62 96.

Entries above that have a cyano group:
For COc1cc(OC)cc(C2C(C#N)=C(N)Oc3c2ccc2ccc(O)cc32)c1 (stereo not drawn) the results were M14 5.6*, RPMI-8226 8.8*, HOP-92 13, EKVX 33, CCRF-CEM 7.4*, MDA-MB-435 5.0*, A549/ATCC 6.4* and HOP-62 23.
Screening COc1cccc(/C=C(\C#N)c2nc(N)nc(Nc3ccc(S(N)(=O)=O)cc3)n2)c1 returned M14 102, RPMI-8226 100, HOP-92 102, EKVX 99, CCRF-CEM 107, MDA-MB-435 105, A549/ATCC 101 and HOP-62 100.
`N#CCCNCc1ccccc1` gave M14 111, RPMI-8226 95, EKVX 96, CCRF-CEM 94, MDA-MB-435 106, A549/ATCC 104 and HOP-62 103.
Cn1c2c(c3ccc(Cl)c(Cl)c31)C(C#N)C1(CCN(C(=O)OC(C)(C)C)CC1)NC2=O (stereo not drawn) was read as M14 96, RPMI-8226 92, HOP-92 79, EKVX 122, CCRF-CEM 101, MDA-MB-435 136, A549/ATCC 80 and HOP-62 89.
Screening N#Cc1nc(-c2cc3cccc(Br)c3oc2=O)oc1NCCO returned M14 101, RPMI-8226 99, EKVX 100, CCRF-CEM 90, MDA-MB-435 108, A549/ATCC 98 and HOP-62 105.
